Screening data: PubChem, several laboratories
PPARg SRC2 recr: agonists of SRC-2 recruitment by human PPARgamma; activation, % at 8 µM; AID 1032; PPARgamma LBD-SRC-2 recruitment, biochemical; 200,000 compounds, 0.34% hits; P37231; in the data active = activation above about 22%;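 note: 0% = vehicle and 100% = reference agonist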
Lmaj promast: inhibitors of Leishmania major promastigote growth. Leishmania major promastigotes, resazurin fluorescence viability. inhibition, % at 10 µM. 200,000 compounds, 9% hits. AID 1063; in the data active = inhibition above about 50%;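 note: promastigotes grown with compound for 44 hours at 28 °C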
PPARg SRC1 recr: promotes SRC-1 coactivator recruitment by human PPARgamma; P37231; PPARgamma-SRC-1 coactivator recruitment biochemical assay; activation, % at 8 µM; 200,000 compounds, 0.41% hits; in the data active = activation above about 19%;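 note: 0% = DMSO and 100% = reference agonist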
TLR4-MyD88 BLA: TLR4-MyD88 interaction inhibition in cells. O00206+Q99836. inhibition, % at 8.4 µM. 200,000 compounds, 0.18% hits. AID 861. HeLa CL3-4 TLR4/MyD88 BLA complementation, FRET ratio; in the data active = inhibition above about 25%;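 note: 0% = vehicle and 100% = reference inhibitor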
Target sequence (O00206 whole entry, looked up): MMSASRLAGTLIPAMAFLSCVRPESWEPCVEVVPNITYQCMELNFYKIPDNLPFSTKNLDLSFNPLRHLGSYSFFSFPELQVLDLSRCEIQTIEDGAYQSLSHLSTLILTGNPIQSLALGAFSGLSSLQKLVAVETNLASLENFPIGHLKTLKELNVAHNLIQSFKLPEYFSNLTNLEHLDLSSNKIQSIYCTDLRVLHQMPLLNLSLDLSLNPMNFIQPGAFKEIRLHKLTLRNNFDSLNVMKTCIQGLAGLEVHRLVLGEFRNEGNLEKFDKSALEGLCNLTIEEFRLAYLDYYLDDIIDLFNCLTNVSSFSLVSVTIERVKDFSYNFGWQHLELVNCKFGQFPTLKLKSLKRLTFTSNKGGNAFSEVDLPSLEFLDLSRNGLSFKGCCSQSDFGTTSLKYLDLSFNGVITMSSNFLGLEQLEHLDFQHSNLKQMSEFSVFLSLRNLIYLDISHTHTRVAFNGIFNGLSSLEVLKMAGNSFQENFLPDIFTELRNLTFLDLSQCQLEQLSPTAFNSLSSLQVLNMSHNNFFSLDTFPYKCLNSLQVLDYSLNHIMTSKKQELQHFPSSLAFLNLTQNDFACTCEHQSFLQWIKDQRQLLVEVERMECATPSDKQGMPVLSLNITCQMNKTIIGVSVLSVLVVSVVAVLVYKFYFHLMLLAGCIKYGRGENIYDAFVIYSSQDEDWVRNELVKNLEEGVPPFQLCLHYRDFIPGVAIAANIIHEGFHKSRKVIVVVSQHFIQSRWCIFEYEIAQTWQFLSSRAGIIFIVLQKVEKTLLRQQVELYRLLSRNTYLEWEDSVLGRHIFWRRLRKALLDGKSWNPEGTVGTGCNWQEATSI
Target sequence (Q99836 whole entry, looked up): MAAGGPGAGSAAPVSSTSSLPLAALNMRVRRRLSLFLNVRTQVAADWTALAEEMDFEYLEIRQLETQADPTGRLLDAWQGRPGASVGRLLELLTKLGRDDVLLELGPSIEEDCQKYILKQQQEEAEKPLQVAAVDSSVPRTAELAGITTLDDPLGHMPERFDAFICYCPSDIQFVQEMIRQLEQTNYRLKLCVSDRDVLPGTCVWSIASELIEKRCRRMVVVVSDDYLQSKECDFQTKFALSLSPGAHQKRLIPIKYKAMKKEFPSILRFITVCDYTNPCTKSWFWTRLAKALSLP
bIAP activator: increases bovine intestinal alkaline phosphatase activity; purified bovine IAP, CDP-star luminescence, 30 min; stronger effect = higher value; fold of DMSO-control signal, blank-subtracted; activation factor at 20 µM; 200,000 compounds, 0.17% hits; AID 1016;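 active = activation factor of 2 or more at 20 µM, a signal rise over negative controls twice the positive control's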
Redox H2O2 prof: compounds producing H2O2 with reducing agent – biochemical, NIH compound library profiling, artefact control for MLSCN library redox annotation, primary screen. DTT-dependent redox cycling H2O2, phenol red/HRP absorbance; 100% = 100 µM peroxide control, 0% = buffer. activation, % at 10 µM. 200,000 compounds, 0.03% hits. AID 878;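 active = activation of at least 50% relative to the plate's high and low controls in the primary single-dose screen; inactive = activation below 50%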;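 note: compound incubated with DTT at 0.8 mM final as the reducing agent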
bIAP inh: intestinal alkaline phosphatase (bovine) inhibition | purified bovine IAP, CDP-star luminescence, 30 min | inhibition, % at 20 µM | 190,000 tested, under 10 active;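 active = over 50% inhibition of intestinal alkaline phosphatase at 20 µM in the single-dose screen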
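System: purified bovine intestinal alkaline phosphatase (IAP) enzyme; Input: IAP diluted 1/65,000,000 in the well; Measured by: CDP-star luminescence signal; Compound dosing: 20 µM single dose; Incubation: 30 min reaction at room temperature.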
ROMK primary: human ROMK K+ channel modulation, primary screen; P48048; Tet-inducible ROMK, thallium flux fluorescence; actives lie on both sides; B-score at 10 µM; 130,000 compounds, 2% hits;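 active = signal ratio slope over the read window, or its plate-corrected B-score, at least 3 SD from the plate mean, either direction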;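 note: B-score of the F/F0 ratio slope over 7 to 12 s after thallium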
PPARg SRC-3 ag: PPARgamma-driven SRC-3 recruitment agonism | biochemical PPARgamma/SRC-3 coactivator recruitment assay | 200,000 compounds, 0.26% hits | AID 731 | P37231 | activation, % at 8 µM; in the data active = activation above about 23%;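 note: 0% = DMSO and 100% = reference agonist; some compounds past the cut are filed as inactive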
TR-FRET SRC-2 ct: TR-FRET artefact, counter-screen to PPARgamma/SRC-2 agonist assay; stronger effect = higher value; TR-FRET ratio at 8 µM; 200,000 compounds, 0.4% hits; AID 1049; in the data active = TR-FRET ratio above about 2000; note: inactives centre near 1500; reference of the scale not given here
S1P3 antag: blocks the human S1P3 receptor | CHO S1P3 NFAT-BLA reporter, FRET fluorescence, antagonist mode | inhibition, % at 4.98 µM | 170,000 compounds, 0.27% hits;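 active = inhibition above the plate cutoff, the mean inhibition of test wells on that plate plus 3 SD, cut at about 28% in these data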;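 note: cells challenged with S1P at its EC80 of 0.8 µM; blue over green emission ratio from cleaved BLA substrate after 4 h stimulation; 0% = S1P-stimulated wells and 100% = unstimulated DMSO-only wells; some compounds past the cut are filed as inactive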
* marks the source's active call; other numbers are inactive results; nt = no result given.

molecule	PPARg SRC2 recr	Lmaj promast	PPARg SRC1 recr	TLR4-MyD88 BLA	bIAP activator	Redox H2O2 prof	bIAP inh	ROMK primary	PPARg SRC-3 ag	TR-FRET SRC-2 ct	S1P3 antag
CCCn1c(SCC(=O)N2CCN(c3ccc(OC)cc3)CC2)nc2c1c(=O)n(C)c(=O)n2C	10	14	3	4	0.9	-4.1	6	-0.33	8	1540	-32
Cc1ccccc1N(CC(=O)NC1CCCC1)C(=O)CS(=O)CC(=O)Nc1ccc2c(c1)OCO2 (stereo not given)	6	-5	10	11	1.1	1.7	-6	nt	1	1615	nt
CC(=O)c1ccc(OC(=O)C2c3ccccc3Oc3ccccc32)cc1	8	-6	2	-15	1	1.5	-2	0.063	4	1509	nt
CCN(Cc1ccncc1)C(=O)CCc1nnc(CCc2ccc(OC)cc2)o1	4	-4	4	-3	1.1	-1.2	-10	-0.073	-1	1481	0
COc1ccc(CC(=O)N2CCCC(CNC(=O)c3ccccc3Cl)C2)cc1 (stereo not given)	1	3	3	-13	1.2	1.0	-19	0.59	1	1506	-32
CCCC(c1nnnn1Cc1ccc(OC)cc1)N1CCN(c2ccccc2OC)CC1 (stereo not given)	20	15	6	-2	1.1	1.2	-6	nt	0	1409	28
O=C(O)CCNC(=O)c1ccc(Br)o1	-6	-9	-4	4	0.9	-0.7	8	nt	-4	1438	-8
COc1ccc2[nH]c(=O)c(CN(C)C(=O)c3ccncc3)cc2c1	-2	0	-2	-3	1	0.0	4	0.82	5	1481	-21
Cc1nn(C)c(Cl)c1C(N)=O	0	0	4	7	1.2	-1.1	-18	2.8	5	1621	-24
Cc1ccccc1Nc1nnc(SCC(=O)NC(=O)Nc2ccc3c(c2)OCCO3)s1	7	60*	9	-20	1	0.4	0	-0.17	5	1528	-2
COc1ccc(/C(N)=N/OC(=O)N2CCOCC2)cc1	6	5	4	2	0.9	-0.2	7	1.2	8	1482	-3
COc1ccc(C2CC(c3cccs3)=NN2C(=O)CN2CCCCC2)cc1 (stereo not given)	9	24	10	-6	1	-0.5	-5	-0.43	7	1615	7
COc1ccc(-n2c(=O)[nH]cc(C(=O)Nc3ccc(NC(C)=O)cc3)c2=O)cc1	-13	-8	-3	5	1	1.6	4	0.027	-7	1422	1
CN(C)/C=N/c1c(C#N)nnn1Cc1ccccc1	-2	-3	5	1	1	-0.6	4	0.01	-2	1598	-2
CC(=O)Cc1nsc(NC(=O)c2cc(-c3ccc(Cl)c(Cl)c3)oc2C)n1	5	2	-1	-1	1.1	-3.9	-13	-0.6	4	1516	nt
Cc1ccc(S(=O)(=O)N2CCOCC2)cc1NC(=O)CSc1nnc2cc(C)c3ccccc3n12	8	3	5	0	1.1	-0.8	-13	nt	3	1791	-1
Cc1ccc(-n2c(-c3ccccc3)cc(=O)nc2C)cc1	8	-4	-7	-6	1	2.2	5	nt	13	1470	nt
CC(C)(C)N1CC2([N+](=O)[O-])CN(C(C)(C)C)CC([N+](=O)[O-])(C1)C2	13	-2	10	-4	1	0.8	2	nt	7	1667	nt
O=C(COc1ccc(-n2cnnn2)cc1)NCCc1ccc(F)cc1	2	4	9	-12	1	-0.5	-4	nt	12	1631	28
Cc1cccc2c1N(C(=O)c1ccco1)C(C)(C)c1ssc(=S)c1-2	-3	-5	4	-7	0.9	0.9	10	nt	4	1532	nt
O=C(CN(c1ccccc1)S(=O)(=O)c1ccccc1)N1CCOCC1	-4	-4	1	11	1.2	-0.6	-23	0.015	-1	1412	-16
Cn1c(-c2ccccc2)cnc1SCC(=O)N1CCCc2ccccc21	-6	77*	1	-4	1	-0.3	2	1.2	3	1618	4
Cc1cccc(Cc2nnc(CCC(=O)N(CC3CC3)CC3CCCO3)o2)c1 (stereo not given)	3	-7	6	-3	1	0.1	1	-0.36	-1	1535	-4
O=C(OCC1CCCN2CCCCC12)c1ccc2c(c1)OCO2 (stereo not given)	0	48	1	-18	0.9	0.0	7	0.17	-17	1405	-29
O=C(CCn1nc(-c2ccccc2)ccc1=O)NCCCN1CCCCCC1	1	-4	-6	-7	1	-2.6	3	-0.051	-4	1448	-4
Cc1[nH]c2ccccc2c1CCNC(=O)CCC(=O)c1ccccc1	11	-5	9	-13	1.1	-0.8	-12	-0.44	7	1614	-12
Cc1nc2ccc3[nH]snc3c2n1	11	-5	6	8	0.9	-0.7	13	nt	10	1751	17
CC(=O)c1ccc(NC(=S)N2CCCCCC2)cc1	-1	-2	0	-14	1	-0.3	-1	-0.45	2	1491	-8
Cc1cccc(C(=O)NC(C(=O)Nc2nc(-c3ccccn3)cs2)C(C)C)c1 (stereo not given)	3	98*	12	11	1	-2.3	-2	-0.28	5	1610	-5
C#CCNC(=O)C1=C[C@@H](C2CCCCC2)C[C@@H](OCc2ccc(CO)cc2)O1	8	96*	10	-3	1.2	-1.1	-16	nt	1	1575	-31
CC(C)CNC(=O)CC1Nc2ccccc2NC1=O (stereo not given)	-1	-3	5	12	1.1	-0.1	-6	0.75	-3	1481	18
COc1ccccc1NC(=O)c1csc(-n2nc(C)cc2C(F)(F)F)n1	1	3	3	1	1	-3.9	5	0.89	5	1426	nt
CCC(C(=O)O)n1nc(-c2ccccc2)c2cc(Cl)ccc21 (stereo not given)	2	-6	1	11	1	-0.1	-3	-1.6	6	1592	-14
COc1ccccc1NC(=O)C(=O)N/N=C/c1ccc([N+](=O)[O-])s1	-2	100*	-4	-13	1.1	-1.3	-13	0.17	-1	1517	-10
Cc1nnsc1C(=O)Nc1cccc(Cl)c1Cl	0	1	-3	1	0.9	2.2	11	nt	-7	1613	nt
O=S(Cc1cc(Sc2ccccc2)nc(-c2ccccc2)n1)c1ccccc1 (stereo not given)	11	15	5	-4	0.9	0.0	8	0.65	8	1657	nt
CC1SC(c2ccc(F)cc2)NC1=O (stereo not given)	5	-5	2	-6	1	0.5	0	0.28	1	1515	-5
CCn1c(SCc2nc(-c3ccc(OC)c(OC)c3)no2)nnc1-c1cccs1	8	21	5	-2	1	-1.7	-1	nt	2	1659	2
COc1ccccc1CN1C(=O)CCC1(C)C(=O)NCc1cccnc1 (stereo not given)	-3	-2	-7	-7	0.9	1.6	7	nt	5	1624	13
CN1CCN(C(=O)c2c(O)c3cccc4c3n(c2=O)CC4)CC1	4	-3	-4	-1	1	-0.6	-4	nt	5	1736	-2
N#C/C(=C\c1ccc(OC(=O)c2ccc(Cl)s2)cc1)c1nc2ccccc2[nH]1	14	7	5	-10	1	0.0	2	-0.71	4	1778	-9
O=C(CN(Cc1ccco1)C(=O)CNS(=O)(=O)c1ccc(F)cc1)NCCc1ccccc1	6	-2	4	11	0.7	-2.4	28	nt	-3	1582	-30
O=C(O)CC(SCC(=O)Nc1ccc(S(=O)(=O)N2CCCC2)cc1)C(=O)O (stereo not given)	-2	-3	3	15	0.8	-1.7	17	-0.11	-2	1543	-11
COc1ccc(-c2nc(-c3ccccc3)ncc2S(C)(=O)=O)cc1	-6	-6	-9	-17	1.1	-0.2	-5	0.48	3	1633	-2
CC1=CC2=NC(=O)/C(=C\c3cccn3CCOc3cccc(C)c3)C(=N)N2O1	2	13	3	-14	1.2	-0.4	-23	-0.33	4	1735	-15
COc1ccc(C(=O)N/C(=C\c2ccc3c(c2)OCO3)C(=O)Nc2cccc(C(=O)O)c2)cc1	3	-11	9	5	1	-0.8	0	0.9	-6	1502	-10
CCCOc1ccc(/C(O)=C2/C(=O)C(=O)N(CCOC)C2c2cccnc2)cc1 (stereo not given)	-4	0	8	8	1	-0.6	2	nt	3	1465	-7
Cc1ccc2c(c1)C1CN(C)CCC1N2C(=S)Nc1ccc(OC(F)F)cc1 (stereo not given)	1	35	-1	7	1	-0.2	0	-0.51	3	1612	-11
Cc1ccc(C(=O)NCCCN2CCOCC2)cc1	2	8	0	-15	nt	0.6	nt	0.074	-3	1288	nt
CC1(CC(=O)N/N=C/c2cc(Br)c(O)cc2O)OCCO1	1	91*	2	7	1.3	-3.7	-27	nt	0	1422	nt
CCN(CC)C(=O)c1cnn(-c2ccccc2)c1NC(=O)c1cccs1	-3	0	-2	-5	0.9	0.6	12	0.22	-6	1556	nt
COc1cc2[nH]c(=O)n(CCCCCC(=O)NCCCN3CCC(C)CC3)c(=O)c2cc1OC	6	2	-2	-11	0.9	0.2	12	0.29	5	1822	nt
O=C(Nc1cccc(NC(=S)NC(=O)c2cccs2)c1)c1ccccc1	-7	-6	6	-6	1.1	0.3	-15	0.067	-3	1472	12

Arranged by molecular weight (smallest number first): some entries from above.
molecule	PPARg SRC2 recr	Lmaj promast	PPARg SRC1 recr	TLR4-MyD88 BLA	bIAP activator	Redox H2O2 prof	bIAP inh	ROMK primary	PPARg SRC-3 ag	TR-FRET SRC-2 ct	S1P3 antag
Cc1ccc(C(=O)NCCCN2CCOCC2)cc1	2	8	0	-15	nt	0.6	nt	0.074	-3	1288	nt
O=C(Nc1cccc(NC(=S)NC(=O)c2cccs2)c1)c1ccccc1	-7	-6	6	-6	1.1	0.3	-15	0.067	-3	1472	12
COc1cc2[nH]c(=O)n(CCCCCC(=O)NCCCN3CCC(C)CC3)c(=O)c2cc1OC	6	2	-2	-11	0.9	0.2	12	0.29	5	1822	nt
